# UHRF1 binding – UHRF1 methyl-DNA binding inhibition; Q96T88; UHRF1 binding to methylated oligo, TR-FRET; inhibition, % at 4.4 µM; 370,000 tested, 0.75% active; AID 687016; in the data active = inhibition above about 21%;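 note: UHRF1 SRA domain binding a hemimethylated CpG hairpin DNA probe; 0% = median of test compound wells and 100% = reference inhibitor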
# Tn7 DDE FP – DD(E)-Tn7 binding inhibition, primary FP screen; FP displacement of FITC-Tn7 peptide from fibrin DD(E); 0% = median of compound wells per plate; 370,000 tested, 0.13% active; AID 720508; inhibition, % at 8.3 µM;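 active = inhibition above the mean of compounds falling within the control limits plus 3 SD of them, cut at about 14% in these data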;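 note: 0% = plate median of compound wells and 100% = 10 µM Aha-Tn7 peptide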
# Target sequence (P02675 whole entry, looked up): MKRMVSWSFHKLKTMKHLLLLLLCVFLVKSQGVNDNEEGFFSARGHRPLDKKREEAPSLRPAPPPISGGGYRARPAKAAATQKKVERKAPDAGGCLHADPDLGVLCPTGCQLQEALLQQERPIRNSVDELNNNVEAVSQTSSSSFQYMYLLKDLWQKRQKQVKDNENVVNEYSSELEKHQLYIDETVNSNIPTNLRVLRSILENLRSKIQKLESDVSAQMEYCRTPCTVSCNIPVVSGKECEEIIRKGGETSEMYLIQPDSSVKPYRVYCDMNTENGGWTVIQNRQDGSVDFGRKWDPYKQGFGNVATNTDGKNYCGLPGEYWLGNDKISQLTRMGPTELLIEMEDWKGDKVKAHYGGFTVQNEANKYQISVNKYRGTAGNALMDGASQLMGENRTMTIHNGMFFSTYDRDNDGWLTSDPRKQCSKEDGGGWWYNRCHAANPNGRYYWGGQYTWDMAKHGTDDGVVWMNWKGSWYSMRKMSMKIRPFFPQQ
#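 system = human fibrin DD(E) protein | quantity = DD(E) 2 µM final | medium = Tris/NaCl/CaCl2 buffer, pH 7.8 | also added = labelled Tn7 tracer, 0.1 µM | compound dosing = single point at 8.3 µM | timing = compound with protein 10 min, then 3 h after probe, room temperature | signal = FP measurement | benchmarks = Aha-Tn7 high control | repeats = one replicate per compound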
# MBD2 DNA inh – MBD2-methylated oligo binding inhibition; inhibition, % at 4.4 µM; Q9UBB5; 370,000 tested, 0.31% active; TR-FRET, MBD2 binding to methylated oligonucleotide; in the data active = inhibition above about 13%
# ADAM17 inh – inhibits human ADAM17; P78536; recombinant ADAM17, EDANS/DABCYL FRET peptide cleavage; inhibition, % at 6.95 µM; 370,000 tested, 0.83% active;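 active = inhibition above the mean of compounds lying between control limits plus 3 SD, set per campaign, cut at about 8.5% in these data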;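 note: 0% = DMSO-only wells as the low control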
# PLC-beta3 inh – inhibitors of human phospholipase C beta3; Purified PLC-beta3, fluorogenic substrate, fluorescence; inhibition, % at 12.2 µM; 370,000 tested, 0.18% active; AID 720704; in the data active = inhibition above about 11%;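 note: 0% = median of compound wells on plate and 100% = full blocker control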
# ARFGAP1 inh – inhibitors of rat ARFGAP1. Arfgap1-stimulated ARF1 GTP hydrolysis, GDP FP detection. 360,000 tested, 0.26% active. inhibition, % at 16.5 µM. Q62848;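 active = inhibition above a per-plate limit, mean inhibition of low control wells plus 3 SD, cut at about 25% in these data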;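 note: 0% = DMSO wells with enzyme and 100% = wells lacking Arfgap1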
# Target sequence (Q62848 1-136 limits assumed): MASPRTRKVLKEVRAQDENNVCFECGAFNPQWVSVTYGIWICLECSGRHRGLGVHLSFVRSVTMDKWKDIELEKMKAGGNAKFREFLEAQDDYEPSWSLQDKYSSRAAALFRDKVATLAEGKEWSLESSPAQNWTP
#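 System: truncated rat Arfgap1 GAP domain / Benchmarks: high control wells lacking Arfgap1, low control full reaction with DMSO / Times: compound-enzyme preincubation 20 min, reaction 120 min, detection 60 min, 25 °C / Repeats: one replicate per compound / Also added: human ARF1(Δ1-17)-GTP substrate / Measured by: Tracer-displacement fluorescence polarization with EDTA stop, 620/688 nm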
# DDE Tn6 FP inh – disrupts Tn6 cyclic peptide binding to fibrin D-Dimer-E complex. P02675. Fibrin DD(E) TRITC-Tn6 fluorescence polarization displacement. inhibition, % at 8.3 µM. 370,000 tested, 0.21% active. AID 720509;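 active = inhibition above a per-campaign cutoff: mean of compounds within control limits plus 3 SD, cut at about 15% in these data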;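 note: 0% = median of all compound wells on the plate and 100% = blocking peptide control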
# PLC-gamma1 inh – PLC-gamma1 (human) inhibition, primary screen | purified PLC-gamma1, fluorogenic substrate, fluorescence | inhibition, % at 12.2 µM | 370,000 tested, 0.84% active | AID 720700; in the data active = inhibition above about 9.5%
# KLK7 zymogen act – activators of human kallikrein-7 zymogen; purified proKLK7, EDANS-DABCYL substrate fluorescence; 100% is mature enzyme control, 0% vehicle; activation, % at 7 µM; 370,000 tested, 0.9% active; AID 652039;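 active = activation above the mean of all tested compounds plus 3 SD, computed per campaign excluding outliers beyond control limits, cut at about 13% in these data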
# ASAP1 inh – ASAP1 ArfGAP inhibition | AID 624377 | 360,000 tested, 0.19% active | ASAP1-stimulated ARF1 GTP hydrolysis, GDP FP detection | inhibition, % at 16.5 µM | Q9ULH1; in the data active = inhibition above about 25%;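 note: 0% = vehicle with enzyme and substrate and 100% = no enzyme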
# Target sequence (Q9ULH1 325-724 limits assumed): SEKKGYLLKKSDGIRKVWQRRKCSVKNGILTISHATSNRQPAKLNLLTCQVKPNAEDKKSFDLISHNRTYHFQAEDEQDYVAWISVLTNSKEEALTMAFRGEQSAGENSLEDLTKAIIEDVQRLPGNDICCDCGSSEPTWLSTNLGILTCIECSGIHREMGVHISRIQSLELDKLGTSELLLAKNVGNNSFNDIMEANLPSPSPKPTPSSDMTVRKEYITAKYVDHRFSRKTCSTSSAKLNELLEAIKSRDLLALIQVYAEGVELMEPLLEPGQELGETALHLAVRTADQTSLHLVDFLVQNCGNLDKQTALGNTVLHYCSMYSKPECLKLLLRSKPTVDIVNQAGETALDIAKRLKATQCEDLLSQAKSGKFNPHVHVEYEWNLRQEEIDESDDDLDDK
# An asterisk follows results filed as active; i = inactive. No enrichment for hits; about 4.1% have a hit in one of these screens.
MBD2 DNA inh,PLC-beta3 inh,ADAM17 inh,Tn7 DDE FP,SMILES,ARFGAP1 inh,DDE Tn6 FP inh,KLK7 zymogen act,PLC-gamma1 inh,ASAP1 inh,UHRF1 binding
2,-1,-2,6,CN1CC(O)(C(O)C(O)C(O)CO)SC1=S (stereo not given),-1,-2,0.4,0,4,0
-3,-8,1,-2,COc1ccc(Cl)cc1NC(=O)Cn1nnc(C(=O)NCc2ccc3c(c2)OCO3)c1N,4,2,0.7,0,-10,1
-2,-3,2,-4,Cc1ccc(/C=C2\SC(=S)N(CCCC(=O)Nc3cc(C)on3)C2=O)cc1,5,-9,-0.1,1,15,-4
4,-4,-1,-7,COc1ccc(-c2noc(CCC(=O)NCCc3ccccc3)n2)cc1OC,1,-5,-0.1,0,1,0
-2,5,-22,-7,CN(C)CCC(=O)C(Cc1ccccc1)c1ccccc1 (stereo not given),-6,-1,0.1,5,-8,3
3,-7,-1,-4,O=C(O)c1ccccc1-c1nnc2c(Cl)cc(C(F)(F)F)cn12,-6,-1,-0.6,3,-7,6
1,-11,-7,-5,N=C1C(c2nc3ccccc3s2)=C(O)CN1Cc1ccco1,-3,-6,-0.7,-10,-4,-3
8,1,-1,2,COC(=O)C[C@H](NC(=O)Cn1cnc2c(NCc3ccccc3)ncnc21)C(=O)OC,-5,1,0.1,1,11,0
-1,-2,0,8,CCCCOC(=O)Nc1ccc(C)c(Cl)c1,5,-2,0.2,-2,7,-1
-5,0,2,3,Cc1ccnc(NC(=O)CCCc2ccccc2)c1,5,6,-0.1,1,-1,0
-4,7,-1,-4,CCC(C)[C@H](NC(=O)N1c2ccccc2NC(=O)[C@@H]1C(C)C)C(=O)N[C@@H](Cc1ccccc1)C(=O)O (stereo not given in full),-15,2,0.0,2,-1,0
-1,-13,1,-3,O=C1COc2ccc(C(=O)C[n+]3cccc(O)c3)cc2N1,-2,0,0.1,-2,0,0
-2,-44,-8,-2,N#Cc1c(C(F)(F)F)cc(C2CC2)nc1N1CCCC1,-1,6,-4.8,-20,-6,-2
-3,-1,-4,-1,Cc1cc(=O)cc(C)n1-c1ccccc1N1CCOCC1,9,-5,-0.5,-2,-1,0
7,-9,-4,4,O=S(=O)(c1ccc2nc(N3CCN(c4ccccc4F)CC3)ccc2c1)N1CCCCC1,-17,3,-0.6,-5,3,18
-7,-3,-2,-1,Nc1ccc(C(=O)N2CCN(S(=O)(=O)/C=C/c3ccccc3)CC2)cc1[N+](=O)[O-],7,2,0.1,2,-8,2
0,3,-5,-4,CCOC(=O)N1CCN(C(=O)CCC(=O)N2CCOc3ccc(C)cc32)CC1,-5,-4,-0.4,0,-5,1
2,1,1,-8,COc1ccc(C(=O)NCCCc2nc3ccccc3n2Cc2ccccc2C)cc1OC,-2,4,-0.2,2,8,-1
-1,-5,-2,-5,Cc1cccc(C(=O)OCC(=O)N2CCC(c3ccccc3)=N2)c1O,2,-4,-0.1,2,9,0
0,1,-2,-2,COc1ccc(CCNC(=O)Cn2nnc(-c3ccc(N4CCOCC4)cc3)n2)cc1OC,13,-2,0.0,-2,17,-2
-8,-1,0,-3,COc1ccc(N2CCN(C(=O)CCc3ccc(S(=O)(=O)NC(C)(C)C)cc3)CC2)cc1,7,1,-0.1,2,2,2
-1,-14,-19,4,Cc1cc(=O)oc2c(C)c(OC(C)C(=O)NCCCN3CCOCC3)ccc12 (stereo not given),2,2,-0.8,-1,0,1
3,-1,2,3,CC1=C(CC(=O)c2ccccc2)C(=O)c2ccccc2C1=O,5,1,-0.4,0,-11,-3
-6,6,7,-2,Cc1noc(C)c1COC(=O)[C@H](C)NS(=O)(=O)c1ccc(Cl)c(Cl)c1,-15,1,0.1,7,-4,3
-3,-7,1,-5,CCCCc1nc2cc(C(=O)N(C)C(C)c3ccccn3)ccc2o1 (stereo not given),5,7,0.0,1,1,3
2,-1,-2,6,CCC(C)(NC(=O)CNC(C)=O)C(=O)NC1CCCCC1 (stereo not given),-10,-4,0.2,-2,-2,0
10,-2,-7,1,O=C(COC(=O)c1ccc(Cl)cc1Cl)Nc1cccc(S(=O)(=O)NC2=NCCC2)c1,15,-5,-0.5,5,22,4
2,-2,0,-8,COc1ccc(C(C)=O)cc1CN1C(=O)NC(CC(C)C)C1=O (stereo not given),1,0,-0.5,1,6,2
2,-5,5,-8,Cc1ccc(-n2c(Cc3cccn3C)nnc2SCC(=O)Nc2ccc3c(c2)OCO3)cc1,4,5,0.0,3,6,-4
-2,-2,-3,2,CN(Cc1ccccc1)C(=O)[C@H]1CCC(=O)N1Cc1ccco1,-3,4,-0.1,3,-8,0
-1,2,-6,0,COc1ccccc1N1CCN(C(=O)CCCCn2c(=O)[nH]c3ccsc3c2=O)CC1,-5,-2,0.8,0,-10,4
-3,-26,0,-7,CCOC(=O)c1c(C)n(C)c2cc(CN(C)C)c(O)c(S(=O)(=O)c3ccccc3)c12,-4,-5,-1.7,-20,5,2
0,i,i,1,CC(=O)N1CCN(C(=O)c2cc(-c3ccc(Cl)s3)nc3ccccc23)CC1,4,-6,-10,i,1,2
-2,3,3,-1,CS(=O)(=O)N1CCN(S(=O)(=O)c2ccccc2[N+](=O)[O-])CC1,-1,0,0.3,4,16,1
1,-6,5,-2,COc1ccccc1N(CC(=O)Nc1ccccc1C(F)(F)F)S(=O)(=O)c1cccs1,-6,-1,0.7,6,-4,0
2,-70,-36,-1,COc1ccc(/C=C/C(=O)OCC(=O)Nc2ccc3[nH]c(=O)[nH]c3c2)cc1OC,3,1,0.9,-81,0,-4
3,-8,-1,4,Cc1[nH]c2ccccc2c1C(c1ccccn1)N1CCCC1 (stereo not given),-1,-3,0.4,-4,11,-1
4,-3,6,-4,Cc1ccc2c(c1)N(CCCC(=O)NCCC1=CCCCC1)C(=O)CO2,8,-2,0.4,4,10,5
-3,4,-2,2,CC(SCc1ccccc1)C(=O)NC1CCCC1 (stereo not given),9,-4,0.3,1,4,3
-4,-4,2,1,COc1ccc(S(=O)(=O)NCc2ccc(C(=O)NCCCN3CCCC(C)C3)cc2)cc1 (stereo not given),1,7,-0.2,3,-6,0
-1,-15,-6,-10,O=C(CC1C(=O)NCCN1Cc1ccccc1C(F)(F)F)NCCN1CCOCC1 (stereo not given),2,5,0.6,-6,-2,-2
-3,-159,-29,-1,COc1ccc(C(C#N)=Cc2ccc(NC(C)=O)cc2)cc1,-5,6,0.1,-75,1,-1
2,2,4,0,O=S(=O)(c1ccc(SCc2ccccc2)nc1)N1CCCCCC1,5,12,0.0,2,6,1
9,6,-5,4,Cc1cccc(NS(=O)(=O)c2cc(C(=O)N3CCOCC3)ccc2Cl)c1,14,-5,-0.2,6,-2,4
3,i,-119,4,CC(C)c1ccc2[nH]c3c(c2c1)CCCC3=O,-6,-2,14*,-322,-2,7
-2,-1,0,0,CCOC(=O)C1C(c2ccc(OC)cc2)N(C)OC1(O)C(F)(F)F (stereo not given),-3,-9,0.6,-2,-7,-2
0,-3,-1,3,COc1ccc(N2CCN(C(=O)c3cc(C)on3)CC2)cc1,2,-2,0.0,-1,8,-1
0,-1,1,1,Cc1ccc(Cn2nnc3c(=O)n(CC(=O)OCc4ccccc4)cnc32)cc1,3,2,0.3,0,11,0
2,-20,-2,4,CCCCCC(=O)Nc1nc(C)c(-c2csc(Nc3cc(Cl)ccc3OC)n2)s1,23,12,-0.6,-15,12,-4
-1,1,-1,3,Cn1c(CNC(=O)c2ccc3c(c2)OCO3)nnc1SCC(=O)Nc1ccc(F)cc1,4,3,0.6,-3,-2,-1

# Only PLC-gamma1 inh and ARFGAP1 inh, for some of the entries so far:
structure	PLC-gamma1 inh	ARFGAP1 inh
CCCCc1nc2cc(C(=O)N(C)C(C)c3ccccn3)ccc2o1 (stereo not given)	1	5
CN(C)CCC(=O)C(Cc1ccccc1)c1ccccc1 (stereo not given)	5	-6
O=C(CC1C(=O)NCCN1Cc1ccccc1C(F)(F)F)NCCN1CCOCC1 (stereo not given)	-6	2

# The results go on.
MBD2 DNA inh,PLC-beta3 inh,ADAM17 inh,Tn7 DDE FP,SMILES,ARFGAP1 inh,DDE Tn6 FP inh,KLK7 zymogen act,PLC-gamma1 inh,ASAP1 inh,UHRF1 binding
0,-7,1,-4,CCOc1ccc(NC(=O)CCNS(=O)(=O)c2ccc3c(c2)CC(C)N3C(C)=O)cc1 (stereo not given),17,-3,0.3,-2,-9,-4
3,-1,-3,6,Cc1onc(-c2c(F)cccc2Cl)c1C(=O)NCC1COc2ccccc2O1 (stereo not given),2,10,0.2,-2,14,-2
-1,4,2,-2,O=C(c1ccccc1Oc1nnnn1-c1ccccc1)N1CCOCC1,12,-3,0.5,0,2,0
-3,1,-2,-1,O=C(Cn1nc(-c2ccc(Cl)cc2)ccc1=O)NCC1CCCO1 (stereo not given),1,2,-0.5,0,-4,-1
-5,-1,2,2,CNC(=S)N1CCN(c2nc(-c3cccc(OC)c3)cs2)CC1,2,-5,0.8,4,0,0
-5,i,i,3,CCOC(=O)c1cc2c(=O)n3cccc(C)c3nc2n(CC(C)C)c1=NC(=O)c1ccco1,2,-3,74*,i,9,-9
-5,0,-1,5,CCOC(=O)N(C)C[C@H]1OCc2cn(nn2)CCCC(=O)N([C@@H](C)CO)C[C@@H]1C,-5,8,0.2,-1,1,-1
-3,-10,-6,-3,O=C(CBr)N1CCc2ccccc2C(c2ccccc2)C1 (stereo not given),4,-7,-0.3,4,7,2
3,-6,-1,5,NC(=O)C1CCCN(Cc2ccc3ccccc3c2)C1 (stereo not given),1,6,0.1,2,-1,5
0,-230,-124,-2,Cc1cc(C)nc(Sc2ncnc3sc4c(c23)CCC4)n1,8,1,4.8,-175,3,3
1,-3,4,7,Nc1ccc(OCc2ccccc2)cc1,-2,-11,0.1,0,1,0
-5,-1,-1,1,C/C(=N/NC(=O)CNC(=O)c1ccccn1)c1cccc([N+](=O)[O-])c1,14,3,-0.2,1,8,-1
4,-4,-7,2,CC(NCC(=O)Nc1ccccc1C(=O)NC1CC1)c1ccc(F)cc1F (stereo not given),12,0,-0.7,4,-9,-1
0,-5,-7,-1,CN(C)CCn1c2c(c(SCC(=O)Nc3cccc4ccccc34)nc1=O)CCC2,-12,1,-0.7,0,-1,-3
-2,-194,-2,-3,CCN(CC)c1ccc(C(=O)c2cnc(/N=C/N(C)C)s2)cc1,1,-4,1.2,-125,8,-1
-2,-17,2,2,COc1cc(C(=O)Nc2nc3ccc4nc(C)sc4c3s2)cc(OC)c1OC,-8,1,-2.9,-16,5,0
1,-2,-4,5,COc1ccc(C(CC(=O)Nc2cc(C)ccn2)N2Cc3ccccc3C2=O)cc1 (stereo not given),-14,-1,-0.7,0,-4,-4

# Bioassay records deposited in PubChem BioAssay by The Scripps Research Institute Molecular Screening Center.
